Bioassay records as filed in PubChem BioAssay.
NPYLR7 ag: agonists of mosquito NPYLR7 receptor, primary screen, cell-based, Aedes aegypti, calcium fluorescence, mosquito biting behavior | Aedes aegypti neuropeptide Y-like receptor 7 (NPYLR7) | HEK293T NPYLR7/Galpha15, GCaMP6s calcium fluorescence | activation, % at 10 µM | 270,000 compounds, 0.15% hits; in the data active = activation above about 40%;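 also: 0% = vehicle and 100% = reference agonist at the receptor; some compounds past the cut are filed as inactive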
mcGAS inh: cyclic GMP-AMP synthase inhibitors, mouse, primary biochemical chemiluminescence | Q8C6L5 | recombinant cGAS, Kinase-Glo ATP depletion luminescence | inhibition, % at 12.5 µM | 160,000 compounds, 0.15% hits;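 also: 0% = negative control wells and 100% = reference inhibitor with no enzyme activity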
hcGAS inh: Primary biochemical luminescence assay for human cyclic GMP-AMP synthase inhibitors; recombinant h-cGAS, ATP depletion, Kinase-Glo luminescence; Q8N884; AID 1259398, 2018; 290,000 compounds, 0.081% hits; inhibition, % at 12.5 µM;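 also: 0% = vehicle reaction and 100% = reaction without DNA for no activity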
Target sequence (Q8N884 whole entry, looked up): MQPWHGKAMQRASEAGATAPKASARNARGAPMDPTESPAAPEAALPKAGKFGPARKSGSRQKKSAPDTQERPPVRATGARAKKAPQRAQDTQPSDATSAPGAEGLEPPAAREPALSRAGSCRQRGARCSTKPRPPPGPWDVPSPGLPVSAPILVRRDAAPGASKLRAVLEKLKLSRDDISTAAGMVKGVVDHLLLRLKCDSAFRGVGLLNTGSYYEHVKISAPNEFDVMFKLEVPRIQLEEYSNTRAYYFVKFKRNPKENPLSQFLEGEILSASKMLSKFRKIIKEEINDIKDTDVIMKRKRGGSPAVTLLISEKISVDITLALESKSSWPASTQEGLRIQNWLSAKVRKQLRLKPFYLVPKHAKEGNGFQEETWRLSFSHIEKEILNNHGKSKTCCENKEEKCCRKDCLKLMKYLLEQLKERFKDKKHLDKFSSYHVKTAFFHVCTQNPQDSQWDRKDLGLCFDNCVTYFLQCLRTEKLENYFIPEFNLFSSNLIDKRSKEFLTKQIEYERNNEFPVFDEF
* hit, by the source's call; / = no result given; & = joins results of further samples. Rule as the data show it, unless noted: active = inhibition above about 40%; inactive = the rest. Compounds were not picked by outcome; overall some 0.29% were active at least once.

Molecule | mcGAS inh | hcGAS inh | NPYLR7 ag
CC(C)Oc1ccc(CN2CCC2(C)C(=O)NCc2cccc3ccccc23)cc1 (centres undefined) | / | 18 | -5
CCCCNC(=O)c1cn(-c2ccc(C)c(C)c2)nn1 | -2 | -5 | -3
CCOC(=O)N1CCN(C(=O)c2cc(COc3cccc(OC)c3)[nH]n2)CC1 | / | -9 | 1
O=C(COc1ccc(Cl)cc1Cl)Nc1cccnc1-n1cncn1 | / | -8 | -3
CCN1CCn2c(C)nc(C(=O)N3CCCN(CC4CC4)C(C(C)C)C3)c2C1=O (centres undefined) | -1 | 0 | /
COc1cc(NC(=O)N2CCN(CCO)C(=O)C2)cc(OC)c1 | / | -5 | 6
O=C(NCC(=O)N1CCOCC1)C1CC(c2ccc(Cl)cc2)=NO1 (centres undefined) | -5 | -3 | 24
CCCN(CC(=O)N(CCc1ccc(OC)c(OC)c1)Cc1sccc1C)S(=O)(=O)c1ccc(Cl)cc1 | -1 | -2 | -1
C=CCNC(=O)N1CCC2(CCCN(CCC3CCCCC3)C2=O)C1 (centres undefined) | / | -2 | 8
Cc1ccc(Oc2cc(C(C)C)nc(SCc3cccc(C#N)c3)n2)cc1C | 1 | 0 | 3
Cc1c(Cl)cccc1N=Cc1nc(-c2ccc(Cl)cc2)oc1O | -3 | -5 | -1
Clc1ccc(Cc2nc(-c3cccnc3)no2)cc1 | -2 | -4&-10 | 1&-1
COC(=O)c1cc(CN(Cc2ccncc2)C2CCN(C)CC2)cs1 | / | 5 | -1
Nc1cc(-c2nc3ccccc3o2)ccc1Cl | -5 | -1 | 1
COCCN1CCC(C(=O)N2CCC(Oc3ccccc3F)CC2)C1 (centres undefined) | / | -3 | 2
Cc1ccc(NC(=O)CC(=O)NC(CCO)c2ccc(C)cc2)cc1 (centres undefined) | -15 | -5 | 11
COCc1c(C(=O)NC2=NCCS2)sc2cccc(F)c12 | 2 | -4 | 11
COc1ccc(CCN2CCC(Nc3nc4ccccc4n3Cc3ccc(F)cc3)CC2)cc1 | -5 | 2&-2 | -30&-2
CCCn1c(N2CCN(Cc3cccc4ccccc34)CC2)nc2c1c(=O)[nH]c(=O)n2C | / | -4 | -10
CCCc1cnc(C)nc1N1CCN(C2Cc3ccccc3C2)CC1 | -10 | -5 | 16
CC(C)=CC(=O)N1CCN(CC(OCc2cccc(C)c2)c2ccc(Cl)cc2)CC1 (centres undefined) | -7 | -5 | /
COc1ccccc1N1CCN(C(=O)c2cccc(CSc3nc(Cl)cc(N4CCCC4)n3)c2)CC1 | -4 | -2 | 19
Cc1c(NC(=O)CN2CCc3sccc3C2)cccc1[N+](=O)[O-] | / | 2 | 1
Cc1csc2nc(CSc3nc4ccccc4[nH]3)c(Br)n12 | 0 | 0 | 1
CC(=O)N(CN1C(=O)c2ccc([N+](=O)[O-])cc2C1=O)c1cccc(C(=O)O)c1 | 1 | 2 | 0
Cc1ccc(CNC(=O)C2(C)CCN2C(=O)Cc2ccc(C(C)(C)C)cc2)cc1 (centres undefined) | -2 | -2 | -2
COc1cccc(C(=O)Oc2coc(CSc3nc(C)cc(C)n3)cc2=O)c1 | 0 | 0 | -15
Cn1c(N)nnc1SCc1cc(Br)ccc1Cl | / | -8 | -8
COc1ccc(C)c2sc(N(Cc3ccccn3)C(=O)c3ccco3)nc12 | -11 | -6 | 1
CCn1nccc1C(=O)N(Cc1ccccn1)c1nc2c(OC)ccc(C)c2s1 | -7 | -5 | 2
CCN(CC)C(=NC(=O)c1cccs1)OCCOC | -3 | 0 | -2
COc1ccc(-c2ccc(=O)n(CC#N)n2)cc1 | / | -9 | 8
Cc1ccnc(NCCNC(=O)CCN2CCCCO2)c1 | -11 | -7 | 2
C=CCn1c(SCC(=O)NCCc2ccccc2)nc2sc3c(c2c1=O)CCC3 | -8 | -3 | -8
CC(=O)n1cc(/C=C2\N=C(c3ccc(Cl)cc3)OC2=O)c2cc(Br)ccc21 | / | -1 | -2
CCOC(=O)c1c(CN2CCN(CC#N)CC2)n(-c2ccccc2)c2cc(Br)c(O)cc12 | -3 | -1 | -10
Cc1ccc(CN(Cc2ccc(F)cc2)C(=O)CN(Cc2ccco2)C(=O)C2CCCC2)s1 | -4 | -4 | 10
CSCc1ccc(C(=O)N2CCCC(N3CCN(c4ccccc4C)CC3)C2)o1 (centres undefined) | -11 | -9 | -1
O=C(c1ccccn1)N1CCC(c2cc(-c3ccccc3Cl)n[nH]2)CC1 | -16 | -8 | 14
CCc1nc2ccccc2n1CC(=O)N1CCN(c2ccc(F)cc2)CC1 | / | -3 | 7
COc1ccccc1-c1ccc(C(C)N(C)S(N)(=O)=O)cc1 (centres undefined) | / | -3 | -18
Cc1noc(C)c1S(=O)(=O)N1CCC(C)C2CCCCC21 (centres undefined) | / | -5 | 8
O=C(Nc1ccccc1OC(F)F)c1ccco1 | -3 | -3 | 0
Cc1nc(SCc2ccc(C(=O)N3CCCC3)cc2)nc(N2CCOCC2)c1C | -5 | -7 | 7
CC1CCN(C(=O)C(NC(=O)c2ccc(Cl)cc2)C(C)C)CC1 (centres undefined) | / | -6 | 3
O=C(CCN(CCc1ccccc1)c1nc(-c2ccc(F)cc2)nc2ccccc12)NCc1ccccc1 | 0 | 4 | -17
Cn1nnc2c(=O)n(Cc3ccccn3)cnc21 | / | -7 | 0
CC(=O)Nc1c(-c2ccc(C)cc2)c(=O)c2ccccc2n1C | / | -2 | 1
COc1ccc(CCOc2nc(-c3ccco3)n(-c3cccc(NC(=O)Nc4ccccc4C)c3)n2)cc1 | -4 | -1 | -7
NC(=O)C1CCN(C(c2ccc(Cl)cc2)C2Sc3nc(-c4ccco4)nn3C2=O)CC1 (centres undefined) | 2 | -1 | -11
Cc1ccn(-c2ccc(N3CCN(S(=O)(=O)c4ccc(-c5ccccc5)cc4)CC3)nn2)n1 | -2 | 0 | -4
CN(Cc1nc2ccccc2c(=O)[nH]1)S(=O)(=O)c1ccc2c(c1)CCCC2 | / | -10 | 0
Cc1ccc(NC(=O)NNC(=O)c2cccn(Cc3cccc(F)c3)c2=O)cc1 | / | -11 | 3
Cc1cc(NS(=O)(=O)c2ccccc2)no1 | / | -9 | 10
O=C1OC(c2cc(F)c(F)cc2Cl)=NC1=Cc1ccco1 | -5 | -9 | 3
O=C(Nc1ccc(N2CCCCC2)c(C(=O)NCCc2ccccc2)c1)c1ccc(F)cc1 | -4 | -7 | 18
COC(=O)c1cccc(NC(=O)c2cc(OC)ccc2OC)c1 | / | 3 | 2
O=C(CSc1nc2[nH]ncc2c(=O)[nH]1)NCc1ccc(F)cc1 | / | 5 | -1
COc1ccc2c(c1)C(C(=O)NCc1cnn3ccccc13)CC(=O)N2 (centres undefined) | -13 | -2 | -5
O=C(CCc1c[nH]c2ccccc12)N1CCC(n2cc(CO)nn2)CC1 | / | -8 | 4

Part of the list above, with two lines to a compound.
Values run as follows: mcGAS inh | hcGAS inh | NPYLR7 ag
> Cc1ccc(NC(=O)NNC(=O)c2cccn(Cc3cccc(F)c3)c2=O)cc1
    / | -11 | 3
> Cc1ccc(NC(=O)CC(=O)NC(CCO)c2ccc(C)cc2)cc1 (centres undefined)
    -15 | -5 | 11
> O=C(CCc1c[nH]c2ccccc12)N1CCC(n2cc(CO)nn2)CC1
    / | -8 | 4

Going on with the list.
Molecule | mcGAS inh | hcGAS inh | NPYLR7 ag
O=C(NCc1cccnc1)c1cc(-c2ccc(Cl)cc2)nc2ccccc12 | -6 | -7 | 0
COc1c(Cl)cc(Cl)cc1/C=N\NC(=O)CSc1nc2ccccc2s1 | / | -2 | -5
CCCCN(Cc1cccn1Cc1cccc(C)c1)C(=O)CN(CCOC)C(=O)C(c1ccccc1)c1ccccc1 | -6 | -8 | /
OCCCN(Cc1ccc(Cl)nc1)CC(F)(F)F | / | -8 | 4
CC1(C(=O)NS(=O)(=O)c2cccs2)CCN1C(=O)CCC1CCCC1 (centres undefined) | / | -9 | 3
O=C(c1cccs1)N1CCN(Cc2ccc(Br)cc2)CC1 | / | 0 | 25
CN(C)c1ccc(CN2CCCn3cccc3C2c2cccc(O)c2)cc1 (centres undefined) | 0 | 4 | 0
CNC(=O)CN1CCN(c2ncnc3c2nnn3C)CC1 | / | -8 | 0
COCCNC(=O)C(NC(=O)c1cccc(C)c1)C1CCN(C(=O)CCc2ccccc2)CC1 (centres undefined) | 1 | 2 | -6
Cc1cc(-c2ccc(NC(=O)CCC(=O)O)c(C)c2)ccc1NC(=O)CCC(=O)O | / | -1 | 8
Fc1ccc(CN2CCN(CC3CC4C=CC3C4)CC2)cc1 (centres undefined) | / | 2 | 4
CCOc1ccc2nc(N(CCCn3ccnc3)C(=O)c3ccc(Cl)s3)sc2c1 | -1 | 1 | 5
c1cc(CN(Cc2ccc3nonc3c2)CC2CCCO2)cs1 (centres undefined) | / | 0 | -3
CNCC1(CO)CCOCC1 | -8 | -17 | 1
O=C(c1ccc2c(c1)CCC2)N(CC1CCCO1)C1CCSC1 (centres undefined) | / | -5 | 1
CC1CCC(NC(=O)c2ccc3c(=O)[nH][nH]c(=O)c3c2)CC1 (centres undefined) | -5 | -6 | 8
CCOC(=O)c1c(NC(=O)c2cc(C)n(C(C)(C)C)n2)c(-c2ccc3c(c2)OCO3)cn1C | -4 | -3 | 17
CC(Cc1cccs1)N(Cc1ccccc1)C(=O)Cn1ccccc1=O (centres undefined) | / | -5 | 7
COc1cc(C2C(=C(O)c3ccc(C)cc3)C(=O)C(=O)N2Cc2cccnc2)cc(OC)c1OC (centres undefined) | / | -8 | 0
Cn1cc(NC(=O)NC2CCCCC2)c2ccccc21 | 1 | 0 | -3
COc1cc2c(cc1CN1C[C@H](O)[C@@H](N3CCN(C)CC3)C1)OCO2 | -15 | 0 | /
O=C(Nc1cc(C(F)(F)F)ccc1N1CCCCC1)c1ccoc1 | / | -11 | 0
COC(=O)c1ccccc1CSc1nnc(-c2ccccc2C)n1-c1ccc(OC)cc1 | 2 | 2 | -20
O=C(c1cnc2ccccn12)N1CCCC(CCc2cccc(C(F)(F)F)c2)C1 (centres undefined) | 0 | -2 | -3
O=C1c2ccccc2C(=O)N1CN(C(=O)C(F)(F)F)c1ccc(Cl)cc1 | / | -1 | 3
CCCNC(=O)C1(C)CCN1C(=O)c1ccc(C(C)(C)C)cc1 (centres undefined) | -7 | -7 | 9
CCN1C(=O)c2ccc(Cl)cc2NC12CCN(C(=O)C1CC1)CC2 | / | -8 | 13
FCCn1cnc(-c2ccccc2)c1-c1ncc[nH]1 | / | -7 | 32
CC(C)n1ncc2c(C(=O)Nc3ccc4c(c3)OCO4)cc(C3CC3)nc21 | / | -12 | 0
O=C(Nc1ccccc1)c1ccccc1N=Cc1ccc[nH]1 | -7 | -4 | -13
C=CCN1C(=O)NC(c2ccccc2F)C2=C1CN(CCCN1CCOCC1)C2=O (centres undefined) | -8 | -6 | 2
CC1CN(C(=O)c2sc3ccccc3c2Cl)CC(C)O1 (centres undefined) | -4 | -8 | -1
CCN1CCN(c2c(CN(CCOC)C(=O)Nc3ccc(Cl)cc3)c(C)nn2-c2cccc(F)c2)CC1 | -6 | -6 | 2
CCOc1ccc(-n2nnc(C(=O)OCc3cccc(C(F)(F)F)c3)c2C)cc1 | 1 | 1 | -4
O=C(/C=C/c1cccs1)NCc1ccccc1N1CCOCC1 | -18 | -8 | 20
COC(=O)C1CCCN1C(=O)c1ccc(S(=O)(=O)N2CC(C)OC(C)C2)cc1 (centres undefined) | / | -9 | 2
O=C(CCC1CCN(C2CCSC2)CC1)Nc1ccccc1Cl (centres undefined) | / | -8 | 15
c1ccc(OCCNc2ccc3c(-c4cccnc4)noc3n2)cc1 | -5 | -5 | 2
COc1cccc(COC(=O)Cn2cc(C)cn2)c1 | / | 4 | -2
Cc1cccc(C)c1OCCSc1nc2ccccc2n1CC(=O)O | -4 | -4 | -4
C=CC(C)(O)CN(Cc1nc2scc(-c3cccc(OC)c3)c2c(=O)[nH]1)Cc1ccco1 (centres undefined) | -5 | -6 | 8
O=C(NC1CCCN(CCCc2ccccc2)C1)C1=CCCCC1 (centres undefined) | -8 | -6 | /
Cc1c(Cl)cccc1-n1c(C(C)N(Cc2ccccc2)C(=O)c2cc(C(F)(F)F)cc(C(F)(F)F)c2)nc2ccccc2c1=O (centres undefined) | -5 | -3 | 17
Cc1cccc(CN(Cc2c(-c3ccccc3)noc2N(C)C(C)C)CC(C)O)c1 (centres undefined) | -10 | -3 | /
CCCc1[nH]n(-c2ccc(C)cc2C)c(=O)c1C1=C(N(CC)CC)C(=O)N(CC(C)C)C1=O | -7 | -9 | 5
COc1cc(OC)cc(-c2nnc(SCC(=O)c3cc(OC)ccc3OC)n2-c2ccc(C)cc2)c1 | -6 | -11 | 18
CC(=O)Nc1ccc(NC(=O)Cn2nc(C)c3cnn(-c4ccccc4)c3c2=O)cc1 | / | -4 | 8
COc1ccc(OC)c(C2c3cccn3CCCN2Cc2ccoc2)c1 (centres undefined) | -2 | 0 | -8
CCc1nc2ccc(C(=O)NCC3CCCCC3)cn2c1N(CCC(C)C)CCN(C)C | 2 | 2 | -5
COc1cn(CC(N)=O)c(CN2CCC(C)CC2)cc1=O | -6 | -1 | 0
Cc1ccc(C)c(OCC(O)CN2C(=O)c3ccccc3C2=O)c1C (centres undefined) | / | -10 | 19
CC(c1ccccc1)N(C)Cc1nc2scc(-c3ccc(Cl)cc3)c2c(=O)[nH]1 (centres undefined) | -7 | -8 | -2
Cc1cccc(OCC(=O)c2ccc3c(c2)N(C(C)C(=O)N2CCC(C)CC2)C(=O)CO3)c1C (centres undefined) | -3 | 0 | /
